Source: PubChem BioAssay (Columbia University Molecular Screening Center)
E-sel TNF inh = blocks E-selectin expression induced by TNF alpha. HUVEC TNFa-induced E-selectin immunofluorescence, high content. 120,000 compounds, 0.71% hits. inhibition, % at 2 µM;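 active = inhibition above the batch mean plus 3 SD, and confirmed as a hit on visual image review, cut at about 43% in these data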;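 note: 0% = TNF-stimulated DMSO wells and 100% = unstimulated control wells; not every result past the cut was called active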
* hit, by the source's call. Not all compounds are listed, so the mix of outcomes need not match the whole.

The first 18 records, to show the layout:
SMILES	E-sel TNF inh
N#Cc1ccc(COC(=O)c2cc(=O)c3ccccc3o2)cc1	-5
COC(=O)c1ccc(NC(=S)NC2CCc3ccccc32)cc1 (configuration not stated)	15
CN1C(=O)/C(=C/c2cc3c(cc2Br)OCO3)NC1=S	-10
COc1cc(Cl)c([C@@H]2C[C@H]3CN(c4ccccc4)C(=O)[C@]34CCCN24)cc1OC	-23
O=C(NC(=S)N1CCc2ccccc21)c1ccco1	-14
CCCOc1ccc(N2C(=O)CC(N3CCN(CCN=CC4=C(O)CC(C)(C)CC4=O)CC3)C2=O)cc1 (configuration not stated)	-48
CC(=O)C1(C)N(O)C(C)(C)C(c2cccs2)=[N+]1[O-] (configuration not stated)	-16
Cc1ncc([N+](=O)[O-])n1CC(=O)Nc1ccc2c(c1)OCO2	0
COc1ccc2c(c1)/C(=N/OC(=O)c1cccs1)CCC2	3
Cc1cccn2c(=O)c(C=NCCO)c(Nc3ccc(Cl)cc3)nc12	19
CSC(=S)N/N=C(\C)c1ccccc1	-11
O=C(Cn1c(=O)n(-c2ccc(F)cc2)c(=O)c2sccc21)NC1CCCCC1	3
CCNC(=O)COC(=O)c1sccc1C	-3
CN(CCOC(=O)c1ccc2c(c1)OCO2)C(C)(C)C	-2
COc1ccc(N(CCC#N)C(=O)/C(C#N)=C/c2cccs2)cc1	-2
Cc1ccc(C)c(C2=NNC(=NCc3ccccc3)SC2)c1	-8
O=[N+]([O-])c1ccc(NC2CCN(Cc3ccccc3)CC2)c([N+](=O)[O-])c1	-37
Cc1cc(C(=O)CSc2nn3c(=O)c(C(C)(C)C)nnc3s2)c(C)n1C	-13

The whole of this part, from the first entry:
SMILES	E-sel TNF inh
N#Cc1ccc(COC(=O)c2cc(=O)c3ccccc3o2)cc1	-5
COC(=O)c1ccc(NC(=S)NC2CCc3ccccc32)cc1 (configuration not stated)	15
CN1C(=O)/C(=C/c2cc3c(cc2Br)OCO3)NC1=S	-10
COc1cc(Cl)c([C@@H]2C[C@H]3CN(c4ccccc4)C(=O)[C@]34CCCN24)cc1OC	-23
O=C(NC(=S)N1CCc2ccccc21)c1ccco1	-14
CCCOc1ccc(N2C(=O)CC(N3CCN(CCN=CC4=C(O)CC(C)(C)CC4=O)CC3)C2=O)cc1 (configuration not stated)	-48
CC(=O)C1(C)N(O)C(C)(C)C(c2cccs2)=[N+]1[O-] (configuration not stated)	-16
Cc1ncc([N+](=O)[O-])n1CC(=O)Nc1ccc2c(c1)OCO2	0
COc1ccc2c(c1)/C(=N/OC(=O)c1cccs1)CCC2	3
Cc1cccn2c(=O)c(C=NCCO)c(Nc3ccc(Cl)cc3)nc12	19
CSC(=S)N/N=C(\C)c1ccccc1	-11
O=C(Cn1c(=O)n(-c2ccc(F)cc2)c(=O)c2sccc21)NC1CCCCC1	3
CCNC(=O)COC(=O)c1sccc1C	-3
CN(CCOC(=O)c1ccc2c(c1)OCO2)C(C)(C)C	-2
COc1ccc(N(CCC#N)C(=O)/C(C#N)=C/c2cccs2)cc1	-2
Cc1ccc(C)c(C2=NNC(=NCc3ccccc3)SC2)c1	-8
O=[N+]([O-])c1ccc(NC2CCN(Cc3ccccc3)CC2)c([N+](=O)[O-])c1	-37
Cc1cc(C(=O)CSc2nn3c(=O)c(C(C)(C)C)nnc3s2)c(C)n1C	-13
O=C(C[n+]1ccccc1)N/N=C/c1cccs1	4
NC(=O)c1nn(-c2ccc(Oc3ccccc3)cc2)c(=O)cc1O	42
CN(C)/C=C1\C(=O)ON=C1c1ccccc1	10
Cc1ccc(N/C=C2\CCCCC2=O)nc1	6
CCOC(=O)C(NC(C)=O)C(O)c1ccc([N+](=O)[O-])cc1 (configuration not stated)	-12
COc1ccc(CCNC(=O)CSC(=O)c2ccccc2)cc1OC	-18
O=C(CN1CCCCCCC1)Nc1cccc(Cl)c1Cl	-25
Cc1cccc(C(=O)NN2S(=O)(=O)c3ccccc3S2(=O)=O)c1	33
CC(C)N(C(=O)Nc1ccc2nsnc2c1)C(C)C	4
O=C(OCc1ccccc1)N1CCOCCN(C(=O)OCc2ccccc2)CCOCC1	-15
COCCN(C(=O)CCC(=O)Nc1nccs1)C(C(=O)NC(C)(C)C)c1ccc(Cl)cc1 (configuration not stated)	19
CCc1cccc(C)c1NC(=O)c1ccccc1	19

Arranged by length of the SMILES (highest first): part of the list above.
SMILES	E-sel TNF inh
COc1cc(Cl)c([C@@H]2C[C@H]3CN(c4ccccc4)C(=O)[C@]34CCCN24)cc1OC	-23
Cc1cc(C(=O)CSc2nn3c(=O)c(C(C)(C)C)nnc3s2)c(C)n1C	-13
CCNC(=O)COC(=O)c1sccc1C	-3

The list continues.
SMILES	E-sel TNF inh
Cc1nnc(NN2CCOCC2)[nH]c1=O	0
S=C(NCCc1c[nH]c2ccccc12)NC1CCCC1	-33
CN(C)C1=NCC(CSC(=N)N)S1 (configuration not stated)	-7
CN(C)c1cc[n+](CC(=O)Nc2ccc(Oc3ccccc3)cc2)cc1	-20
O=C(O)CNS(=O)(=O)c1ccc2[nH]c(=O)c(=O)[nH]c2c1	-26
O=C(c1cnc(Cl)c(Cl)c1)N1CCC(Cc2ccccc2)CC1	19
O=C(NCc1ccccc1)c1ccc(CSc2ccccc2)o1	-65
CCOc1ccc(S(=O)(=O)NN2Cc3ccccc3C2=N)cc1	-27
NC(=O)c1ccc(NC(=S)NCc2ccco2)cc1	1
Cc1cccc(C2c3[nH]c4ccccc4c3CCN2Cc2cnn(-c3ccc(F)cc3)c2)n1 (configuration not stated)	-43
Cc1ccc(S(=O)(=O)N(C)CC(=O)OCC(=O)N2CCCC2=O)cc1	19
O=[N+]([O-])c1ccc(Nc2ccc(N3CCOCC3)cc2)c([N+](=O)[O-])c1	-30
COc1cc(-c2nc(CN3CCN(CC(C)C)C(=O)[C@@H]3C)c(C)o2)ccc1F	-16
CCOC(=O)N1CCN(C(=O)CN(C)S(=O)(=O)c2ccc3c(c2)c(=O)n(C)c(=O)n3C)CC1	-2
Cc1n(C)c2cc(Cl)ccc2[n+]1Cc1ccccc1	31
COC(c1ccccc1)c1nnc(CCC(=O)N(C)CCOc2ccccc2)o1 (configuration not stated)	1
Cc1cc(C)n(-c2ccc(C(F)(F)F)cc2[N+](=O)[O-])n1	12
O=C(NCCCO)/C(=C/c1ccc(-c2cccc([N+](=O)[O-])c2)o1)NC(=O)c1ccccc1	14
S=C1NCN(Cc2ccccc2)CN1C1CCCCC1	-10
CC(C)Oc1ccc(CCN=C(N)N=C(N)N)cc1Cl	-3
O=C(COC(=O)c1cc(=O)c2ccccc2o1)NCC1CCCCC1	-11
CCOc1cc(C(=O)Nc2ccc(S(=O)(=O)NC3=NCCCCC3)cc2)cc(OCC)c1OCC	-21
CC1CN(c2ccccc2)NC1=O (configuration not stated)	-23
Cc1ccc(NC2(C#N)C(=O)Nc3ccccc32)cc1C (configuration not stated)	12
COc1ccc(C(=O)C2CCCN(Cc3sc(N4CCCC4)nc3Cl)C2)c(OC)c1 (configuration not stated)	-7
Cc1ccc(C(=O)CSc2nnc(CNc3ccc(F)cc3)o2)cc1	4
CC(C#N)Sc1nnc(Nc2ccccc2)s1 (configuration not stated)	-29
COc1ccc(OCC(=O)N/N=C(\C)c2ccc(OC)cc2)cc1	-34
O=C(NC1CCCC1)C(=O)N(c1ccccc1F)C(C(=O)NCC1CCCO1)c1cccs1 (configuration not stated)	-10
CN(c1ccc(C(=O)Nc2ccc(CC#N)cc2)cc1)S(C)(=O)=O	-23
CCOC(=O)CCn1cc(F)c(=O)[nH]c1=O	-11
N#Cc1ccc(CO/N=C/c2ccccc2)cc1	-37
O=C(CN1C(=O)NC2NC(=O)NC21)N/N=C/c1ccccc1O (configuration not stated)	-16
Cc1ccc(N(C(=O)c2csnn2)C(C(=O)NC(C)(C)C)c2cccnc2)cc1C (configuration not stated)	-14
O=C(Cn1nc(-c2cccc(Cl)c2)ccc1=O)Nc1ccccc1Br	-22
CC(C)(C)NC(=O)NC(=O)CSc1ncn[nH]1	100*
CCN(CC)S(=O)(=O)c1ccc(C)c(NC(=S)N2CCN(C/C=C/c3ccccc3)CC2)c1	-4
COC(=O)c1ccc(N2CCCCC2)c(N)c1	-10
CCN(CC)CCCNC(=O)CSc1nc(C)cc(C)n1	-29
COc1cccc(CNC(=O)c2n[nH]c3ccccc23)c1	21
COc1ccccc1N1CCN(CC(=O)N2CCCC2)CC1	-19
COc1cc2nc(CN(C)Cc3ccc(F)cc3)[nH]c(=O)c2cc1OC	-3
O=C(CN1CCCC1)Nc1ccc(F)cc1	-8
Cc1cc(N2CCOCC2)ccc1/C=C1/SC(=O)NC1=O	-3
COc1cccc(Cn2cnc3c([N+](=O)[O-])c(C)c(C)cc32)c1	35
CN1CCN/C1=C(/C(Cl)=C(Cl)Cl)[N+](=O)[O-]	5
CCN(c1ccccc1)S(=O)(=O)c1ccc(OC)c(NC(=O)Cn2cnc3c2c(=O)n(C)c(=O)n3C)c1	14
CC1N(C)c2cc(NC(=O)c3cccs3)c(P(=O)(Nc3ccc([N+](=O)[O-])cc3)N3CCOCC3)cc2C1(C)C (configuration not stated)	6
CNc1nc2ccccc2n(C)c1=O	5
C=C(C)CNC(=S)N/N=C(\C)c1cccc(NC(C)=O)c1	-9

Remaining list, next part
SMILES	E-sel TNF inh
CCCS(=O)(=O)c1nc(C)cc(C)c1S(C)(=O)=O	-20
Cc1c(OCc2ccccc2)c(=O)ccn1Cc1ccc(F)cc1	-32
CC(=O)N[C@@H]1c2c(ccc3ccccc23)OC[C@@H]1COC(C)=O	0
COc1cc(C(=S)N2CCN(c3ccccc3Cl)CC2)cc(O)c1O	-3
COC(=O)c1ccccc1NC(=O)c1cnn2c(C)cc(C)nc12	-24
N#Cc1ccsc1NC(=O)CN1CCN(Cc2ccccc2)CC1	-33
COc1ccc(N=c2oc3ccccc3cc2C(=O)Nc2ccccn2)cc1OC	16
CCOC(=O)C1=C(C)N(C)C(=O)NC1c1cc2c(cc1[N+](=O)[O-])OCO2 (configuration not stated)	7
CC(C)Nc1nc(-c2ccccn2)nc(-c2ccccc2)c1C#N	3
COc1ccc(NC(=O)N2CCN(c3nc4ccccc4n3C(C)C)CC2)cc1	-6
CC(C)(C)/C(O)=C/c1nc2ccccc2oc1=O	-22
O=C(CNc1ccccc1OC(F)F)N1CCc2ccccc21	1
CCn1c(N2CCN(C(=O)/C=C/c3ccccc3)CC2)nc2ccccc21	-30
C=Cn1cc[n+](CC(=O)c2ccc(C)cc2)c1	8
CCCCOc1ccc(-c2[nH]ncc2C=O)cc1	-32
COc1cc(C(=O)OCC(=O)Nc2c(F)cccc2F)cc(OC)c1C	15
COc1ccc(CC(=O)NCc2n[nH]c(=S)n2-c2ccc(Br)cc2)cc1	5
O=C(NCc1ccco1)C(c1ccncc1)N(C(=O)Cc1cccs1)c1ccccc1 (configuration not stated)	-14
CCN(C(=O)COC(=O)COc1ccc2c(C)cc(=O)oc2c1)C1CCS(=O)(=O)C1 (configuration not stated)	-30
Cc1ccc(S(=O)(=O)N2CCN(C(=O)c3ccccn3)CC2)cc1	-10
O=C(CCc1nnc(CCC2CCCCC2)o1)NCCn1cccn1	-4
CCOC(=O)c1csc(NC(=O)c2cc(=O)c3ccccc3o2)n1	25
COc1ccc(Cl)cc1NC(=S)N(Cc1ccc(C(=O)O)cc1)Cc1ccc(OC)c(OC)c1	5
COc1ccccc1NC(=S)N1CCC(NC(=O)c2ccco2)CC1	-48
N#Cc1c(Nc2ccccc2)c(/C=N/NCCO)c[nH]c1=O	-1
Cc1c(CNCCCc2ccccc2)c(C(=O)O)c(C)n1Cc1ccccc1	-1
c1ccc(OCc2cc(-c3ccccc3)no2)cc1	-1
NS(=O)(=O)c1cccc(NC(=O)CN2CCc3ccccc32)c1	5
CCN(CC(=O)NCc1ccc(F)cc1)C(=O)/C=C/c1ccco1	-10
CCN(CC)S(=O)(=O)c1cc(C(=O)NCCN2CCOCC2)ccc1Cl	-24
CC(=O)c1cccc(CN2CCCC(C(=O)c3ccc4c(c3)OCO4)C2)c1 (configuration not stated)	11
Cc1ccc(NS(=O)(=O)c2ccc(/C=C/C(=O)O)cc2)cc1Cl	-10
CN1CCCC(C#CC(O)(c2ccccc2)c2ccccc2)C1 (configuration not stated)	-16
O=C(NCCS(=O)(=O)c1ccc(Cl)cc1)c1ccc(F)cc1	-16
CCN(CC)c1cc(C)c2cc(NC(=O)c3ccccc3OC)ccc2n1	2
Cc1ccc(C(=O)n2c(N)nc3ccccc32)cc1	0
CCCn1c(SCC(=O)NC(=O)NC(C)(C)C)n[nH]c1=O	-12
CCn1cc(CNC(=O)c2cc(COc3ccc(F)cc3F)on2)cn1	-2
COc1ccc(CCNC(=O)CSc2nc3[nH]ncc3c(=O)n2-c2ccc(Cl)cc2Cl)cc1OC	-9
COc1cccc(N2C(=O)CC(N3CCN(CCN=CC4=C(O)CC(C)(C)CC4=O)CC3)C2=O)c1 (configuration not stated)	-12
COC(=O)c1ccc(/C=C(\C#N)c2ccccn2)cc1	-14
O=C(CSc1ccc(-c2cccnc2)nn1)N1CCCc2ccccc21	-33
O=C(COC(=O)c1cncc(Br)c1)NC1CCCC1	12
O=C1c2cccnc2C(Nc2cccc(F)c2)N1Cc1ccco1 (configuration not stated)	-14
Cc1nc(N2CCC(C)CC2)c2c(C)c(C(=O)Nc3cccc(C(F)(F)F)c3)sc2n1	-19
O=C(COC(=O)COc1ccc(Cl)cc1Br)NCc1cccs1	6
O=C(CNS(=O)(=O)c1ccccc1)N/N=C/c1ccc(O)cc1	-11
CN1C(=O)/C(=C/c2ccccc2OCc2ccc(C(=O)O)cc2)NC1=S	27
O=C(CCN1C(=O)/C(=C\c2cccs2)SC1=S)Nc1ccccn1	1
Cn1c(=O)c2c(nc(CO)n2C)n(C)c1=O	-6

The list goes on:
SMILES	E-sel TNF inh
OCCN1CCN(C(=S)Nc2ccc(SC(F)F)cc2)CC1	11
CCOc1ccc(NC2OC(CO)C(O)C(O)C2O)c([N+](=O)[O-])c1 (configuration not stated)	-35
Nc1[nH]c(=O)[nH]c(=O)c1N=Nc1cccc(Cl)c1	2
Cc1cc(C(=O)CN2C(=O)NC(CC(C)C)C2=O)c(C)n1-c1ccccc1F (configuration not stated)	0
COc1ccc(C)cc1N(CC(=O)N/N=C/c1ccc2c(c1)OCO2)S(C)(=O)=O	2
